PPC-1+TRAIL kill = compounds killing PPC-1 cancer cells with TRAIL present (potentiator screen, no TRAIL-free arm); AID 1443; cell killing (% activity), % at 4 µM; actives 0.41% (n = 220,000); PPC-1 cells + TRAIL, ATPLite viability luminescence;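 active means cell killing above 50% in the first pass at 4 µM, then a duplicate retest at 5 µM averaging 50% or more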;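 further: plate controls were cells with TRAIL plus DMSO for no effect and medium-only wells lacking cells for full effect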
RBBP9 inhibitor = blocks human serine hydrolase RBBP9 | O75884 | recombinant RBBP9, FP-Rh probe fluorescence polarization | inhibition, % at 7.94 µM | actives 0.2% (n = 220,000) | AID 1515;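 active means inhibition above the campaign mean of all tested compounds plus 3 SD, cut at about 14% in these data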;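 further: plate controls were DMSO wells with RBBP9 for no effect and wells lacking RBBP9 protein for full effect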
Target sequence (O75884 whole entry, looked up): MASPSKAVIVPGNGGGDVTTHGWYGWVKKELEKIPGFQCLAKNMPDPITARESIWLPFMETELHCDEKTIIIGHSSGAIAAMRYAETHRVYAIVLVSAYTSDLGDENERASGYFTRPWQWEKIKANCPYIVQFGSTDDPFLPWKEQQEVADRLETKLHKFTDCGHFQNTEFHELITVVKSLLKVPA
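System: RBBP9 protein / Quantity: 2.5 µM RBBP9 dispensing solution, before mixing / Also added: Serine-hydrolase probe FP-Rh, 375 nM pre-mixing / Dosing: 7.94 µM single dose, 0.794% DMSO / Timing: enzyme-compound preincubation 30 min, then probe labeling 45 min, 25 °C / Signal: FP readout at 525/598 nm / Controls: DMSO-treated enzyme wells and wells lacking RBBP9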
Ba/F3 V617F tox = lowers viability of Ba/F3 cells expressing EpoR and JAK2V617F; AID 1446; actives 1.1% (n = 220,000); inhibition, % at 5.6 µM; ATP luminescence;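 active means inhibition above the campaign mean plus 3 SD over all tested compounds, cut at about 24% in these data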;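 further: cytokine-independent growth of Ba/F3 cells driven by EpoR plus mutant JAK2; 0% = DMSO-treated cells and 100% = JAK inhibitor I control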
Furin inh = blocks human furin protease activity | P09958 | purified furin, fluorogenic substrate cleavage | inhibition, % at 30 µM | actives 0.061% (n = 220,000); in the data active means inhibition above about 25%; further: inactives centre near -15
Target sequence (P09958 108-714 limits assumed): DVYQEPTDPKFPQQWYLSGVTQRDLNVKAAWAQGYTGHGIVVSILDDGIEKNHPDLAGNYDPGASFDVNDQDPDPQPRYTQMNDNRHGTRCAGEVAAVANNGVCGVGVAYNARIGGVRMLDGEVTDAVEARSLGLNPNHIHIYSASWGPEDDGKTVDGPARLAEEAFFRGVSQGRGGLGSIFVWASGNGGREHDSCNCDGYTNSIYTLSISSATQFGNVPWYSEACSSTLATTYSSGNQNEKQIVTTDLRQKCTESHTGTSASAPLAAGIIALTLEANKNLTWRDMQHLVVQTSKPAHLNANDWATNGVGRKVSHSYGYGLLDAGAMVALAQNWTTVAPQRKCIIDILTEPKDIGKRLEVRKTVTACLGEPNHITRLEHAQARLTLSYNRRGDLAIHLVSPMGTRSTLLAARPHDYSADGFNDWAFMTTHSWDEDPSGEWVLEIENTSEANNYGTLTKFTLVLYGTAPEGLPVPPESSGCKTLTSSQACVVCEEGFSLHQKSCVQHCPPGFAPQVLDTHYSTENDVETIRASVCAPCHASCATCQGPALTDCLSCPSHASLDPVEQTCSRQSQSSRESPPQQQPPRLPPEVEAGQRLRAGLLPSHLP
Tb hexokinase = blocks Trypanosoma brucei hexokinase 1 activity. recombinant TbHK1, G6PDH-coupled NADH A340. inhibition, % at 10 µM. actives 0.11% (n = 220,000). AID 1430;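 active means inhibition of 50% or more in the single-dose primary screen; inactive means inhibition below 50%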
NCF1 inh = inhibitors of human p47phox binding | P14598 | p47phox/p22phox peptide binding, fluorescence polarization, 2 h | inhibition, % at 24.7 µM | actives 0.53% (n = 220,000) | AID 1274;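 active means inhibition above about 30%, limit read from the data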;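 further: 0% = p47phox with labelled peptide and 100% = labelled peptide alone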
BaF3 tox = counter-screen for JAK2V617F inhibitors: parental Ba/F3 viability inhibitors; actives 1.1% (n = 220,000); CellTiter-Glo ATP luminescence; inhibition, % at 5.6 µM;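 active means inhibition above a per-campaign cutoff, the mean inhibition of all tested compounds plus 3 SD, cut at about 27% in these data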;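 further: 0% = DMSO wells and 100% = JAK Inhibitor I control wells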
p97 inhibitor = human p97 ATPase inhibition; inhibition, % at 8 µM; actives 0.42% (n = 220,000); recombinant p97 ATPase, Kinase-Glo ATP luminescence, 3 h; AID 1481; P55072; in the data active means inhibition above about 15%;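 further: 0% = DMSO vehicle and 100% = wells lacking enzyme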
PGE2 EP2 inh = EP2 receptor (human) inhibition; C6 glioma cells expressing human EP2, cAMP TR-FRET; cells stimulated with saturating PGE2; inhibition, % at 25 µM; actives 0.52% (n = 260,000); AID 1422;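 active means percent inhibition above 40 after rounding to a whole number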;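 further: rat C6 glioma host cells with rolipram phosphodiesterase inhibitor present; the protocol text gives 20 µM as final concentration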
The depositor's hits bear a star; nt = no result given; [ ] = dose if it differs, or a comment. Not all compounds are listed. The share of hits here may be higher or lower than overall.

SMILES	PPC-1+TRAIL kill	RBBP9 inhibitor	Ba/F3 V617F tox	Furin inh	Tb hexokinase	NCF1 inh	BaF3 tox	p97 inhibitor	PGE2 EP2 inh
COC(=O)C1=C(C)OC(N)=C(C#N)C1c1ccco1 (stereo not given)	18.9	-3.0	-2.3	-11.9[20 µM]	-31.6	-12.2	2.9	1.9	11.4
N#Cc1cn(CC(=O)O)c2ccccc12	7.5	-18.9	1.5	-20.5	-7.3	-21.7	0.9	0.7	nt
CCN1CC(CN(C)Cc2nc(-c3ccco3)oc2C)CC1=O (stereo not given)	14.9	-7.9	-0.8	-9.7	4.2	-5.1	4.6	0.9	5.9
CCOC(=O)Cn1c(CN2CCOCC2)nc2c1c(=O)n(C)c(=O)n2C	10.0	-0.8	-3.3	-17.7	-2.6	-2.8	2.1	6.0	4.5
O=C(Nc1ccccc1)C12CC3CC(C1)CC(n1cnc([N+](=O)[O-])n1)(C3)C2	22.4	-1.3	0.3	-17.3[20 µM]	0.5	3.5	1.2	2.5	9.8
O=C(Nc1nnc(-c2ccco2)o1)c1ccc([N+](=O)[O-])s1	9.4	-3.3	-0.8	-18.7	-16.1	-12.8	4.6	3.7	6.9
COC(=O)c1ccc(N2CCN(S(=O)(=O)c3ccc(Br)cc3)CC2)c([N+](=O)[O-])c1	0.4	-3.4	-1.9	-14.7[20 µM]	-5.9	0.7	0.4	-1.0	9.7
COc1ccc(C2OC(=O)CC2C(=O)NCc2ccc(Cl)cc2)cc1OC (stereo not given)	-0.5	-4.4	-2.2	-19.3	-2.3	-10.8	5.3	4.7	4.7
CC(C)c1ccc(C(=O)NCCCN2CCN(CCCNC(=O)c3ccc(C(C)C)cc3)CC2)cc1	0.4	-12.2	1.7	-8.1	-2.1	-13.3	6.3	-6.7	5.8
COc1cnc(SCC(=O)O)[nH]c1=O	-19.3	-7.8	-2.4	-6.3[20 µM]	3.9	4.0	5.3	-0.5	1.8
CCCc1nnc(NC(=O)Cn2cnc3ccccc3c2=O)s1	23.6	2.8	-4.8	-21.1[20 µM]	6.9	-4.3	-2.4	7.0	2.4
O=C(Nc1cccc(Cl)c1)c1csc(-c2ccccc2)n1	8.9	-7.3	-3.0	-17.3[20 µM]	3.0	-9.2	1.8	4.8	nt

Record cards, from the list above. Values in the order: PPC-1+TRAIL kill	RBBP9 inhibitor	Ba/F3 V617F tox	Furin inh	Tb hexokinase	NCF1 inh	BaF3 tox	p97 inhibitor	PGE2 EP2 inh
`CCN1CC(CN(C)Cc2nc(-c3ccco3)oc2C)CC1=O` (stereo not given) across the screens: 14.9	-7.9	-0.8	-9.7	4.2	-5.1	4.6	0.9	5.9
`O=C(Nc1ccccc1)C12CC3CC(C1)CC(n1cnc([N+](=O)[O-])n1)(C3)C2` across the screens: 22.4	-1.3	0.3	-17.3[20 µM]	0.5	3.5	1.2	2.5	9.8
`CCCc1nnc(NC(=O)Cn2cnc3ccccc3c2=O)s1` across the screens: 23.6	2.8	-4.8	-21.1[20 µM]	6.9	-4.3	-2.4	7.0	2.4

More results follow:
SMILES	PPC-1+TRAIL kill	RBBP9 inhibitor	Ba/F3 V617F tox	Furin inh	Tb hexokinase	NCF1 inh	BaF3 tox	p97 inhibitor	PGE2 EP2 inh
O=C(/C=C/c1cccs1)NCc1ccccc1	-19.1	-5.9	-4.1	-29.5	-11.4	-4.3	4.3	2.6	7.3
COc1ccc(S(=O)(=O)CCC(=O)NCCc2ccc(Cl)cc2)cc1	-29.7	-0.6	-0.7	-0.2[20 µM]	-10.0	-10.4	0.1	1.7	7.3
CCCc1n(CC(O)COCc2ccccc2)c2ccccc2[n+]1C (stereo not given)	-6.6	2.9	18.0	-26.2	-0.3	2.1	33.8*	2.7	3.2
COc1ccccc1-c1nc(C#N)c(N2CCc3ccccc3C2)o1	11.3	0.0	1.2	-44.3	-7.0	-10.4	3.0	-4.1	3.8
CCCCCCCCC(=O)NNC(=O)c1c(O)c2ccccc2n(CC)c1=O	6.5	-5.2	-1.6	-15.1	5.0	-6.2	7.2	2.4	10.0
Cc1cc(NS(=O)(=O)c2ccc(NC(=O)NC3CCCCC3)cc2)no1	18.8	-1.4	3.7	-23.3[20 µM]	-4.0	-5.0	0.1	-2.8	7.7
CS(=O)(=O)N(CC(=O)Nc1ccc(S(=O)(=O)N2CCCC2)cc1)c1ccccc1F	17.6	-5.4	1.9	-7.1	-0.1	-10.2	7.5	0.2	2.5
CCC(C)C(NC(N)=O)C(=O)NC1CCC(C)CC1 (stereo not given)	-24.9	-7.1	-0.7	-25.3	2.7	-10.5	5.3	1.0	5.6
Cn1cccc1/C=N/n1c(-c2ccco2)n[nH]c1=S	21.3	1.7	0.5	-11.3	-17.8	-5.7	6.1	3.5	6.5
CCOC(=O)C1(CCc2ccccc2)CCN(C(=O)C2=C(C)OCCO2)CC1	12.0	-0.8	-2.9	-20.5	-4.3	1.3	-1.4	-4.0	7.5
CC1(C)CC(=O)C=C(NNC(=O)c2cccnc2)C1	4.6	-5.2	1.3	-6.1	-48.6	-7.5	-2.3	-2.9	6.0
Cc1ccc(NC(=O)C2=C(O)CCn3c2nc2ccccc23)cc1	16.4	4.5	0.5	-20.9[20 µM]	-4.8	-16.2	8.7	0.0	16.2
Cn1c(SCC(=O)NCc2ccccc2)nnc1C1CC1	20.1	-2.0	-0.1	-33.4	1.6	2.4	3.4	1.9	19.4
Cc1onc(-c2ccccc2)c1C(=O)Nc1nnc(COc2ccc(Cl)cc2)s1	24.2	-2.3	-2.2	-8.6[20 µM]	7.9	0.9	-0.2	0.9	nt
COCCNC(=O)C(c1ccc(F)cc1)N(CC1CCCO1)C(=O)CCC(=O)Nc1ccccn1 (stereo not given)	24.7	-10.1	-3.7	-14.6	-2.3	-11.4	-0.5	2.2	10.4
COC(=O)c1ccc(C2c3c(oc4cc(C)c(C)cc4c3=O)C(=O)N2CCCN(C)C)cc1 (stereo not given)	6.3	-10.8	-2.0	-4.6	-10.6	-3.6	1.5	-2.5	8.9
NC(=S)Nc1ccc(F)c(F)c1F	22.6	-7.7	0.6	-22.0	-9.7	-7.1	-2.4	3.2	2.4
O=C(NCC1CCCO1)c1ccc(COc2ccccc2Br)cc1 (stereo not given)	13.0	-13.8	7.0	-14.7	-3.0	0.7	3.5	-10.8	12.4
Cc1nn(C)cc1CNC(=O)C1C2CCC(O2)C1C(=O)O (stereo not given)	8.8	7.0	-2.0	-17.8	2.8	9.8	5.7	5.5	8.4
O=C(O)c1ccc(N/N=C/c2ccc3ncccc3c2)cc1	5.2	2.9	0.1	-0.4	-51.3	-16.8	3.6	7.7	6.7
N#CC1=C2SCN(c3ccccc3)CN2C(=O)CC1c1c(Cl)cccc1Cl (stereo not given)	9.9	-5.9	-2.4	-19.7	-11.4	-5.7	3.3	16.5*	4.5
CCOC(=O)NN1C(=O)c2ccccc2NC1(C)C	nt	-6.7	-3.0	-28.6	-5.4	-6.9	-1.5	1.1	1.6
COc1cc(Br)cc(C=Nc2cccc(C(F)(F)F)c2)c1O	5.6	-7.6	1.6	-0.6	32.6	-3.6	6.2	2.0	7.7
Cc1nc(N2CCC(C)CC2)c2c(C)c(C(=O)Nc3ccc(C)c(F)c3)sc2n1	8.9	-1.6	-1.0	-25.1	-12.4	-8.9	0.7	6.6	8.3
COC(=O)CSc1nnc2n(C3CCCCC3)c(=O)c3c4c(sc3n12)CCCC4	5.7	0.2	2.0	-6.2	-9.2	-0.9	1.7	-2.2	15.1
COc1ccccc1C(=O)N1CCN=C1c1ccccc1	8.5	-3.0	-1.4	-12.7[20 µM]	2.9	-7.3	2.4	-0.7	2.9
Cn1c(CN2CCCCC2)nc2cc(NC(=O)c3cccc(Br)c3)ccc21	20.3	-3.9	-1.1	-22.7[20 µM]	0.1	-6.2	4.6	-0.6	9.4
COc1ccc(C(=O)CC(=O)C(=O)NCCc2cccc(C)c2)cc1	9.8	-2.2	-0.6	15.9	24.1	-10.6	6.3	-1.0	4.5
Cc1cc(-c2c(C)[nH]n(-c3ccc(Cl)cc3)c2=O)n(-c2ccc(Cl)cc2)n1	1.3	-4.7	-0.5	-18.6	2.6	-8.8	4.3	1.5	12.6
CCn1c(N)c(C(=O)NCc2ccc3c(c2)OCO3)sc1=S	9.2	-8.8	2.1	1.7	-26.1	-15.0	4.5	-1.2	13.1
C=CCN(CC=C)S(=O)(=O)c1ccc(NC(=S)NC(=O)/C=C/c2ccccc2)cc1	7.4	-12.5	0.0	-18.9[20 µM]	-0.9	-30.6	6.8	2.0	9.3
C=CCn1c(=O)c(C(=O)NCCc2ccccc2)c(O)c2ccccc21	1.9	-2.8	-0.7	-14.0	2.3	-11.7	5.1	4.2	8.4
Cc1nnc(SCc2ccccc2C#N)n1-c1ccccc1	21.6	0.0	-0.2	-25.2[20 µM]	-2.1	-13.1	4.7	-3.6	8.5
COc1ccc(/C=C/C(=O)c2ccc(NS(=O)(=O)c3ccc(C)cc3)cc2)cc1O	8.7	-8.6	1.1	-7.2	-7.3	-29.3	-0.3	2.1	14.1
COc1cc(/C=C(\C#N)c2nn(CCO)c(N)c2C#N)cc(OC)c1OC	-4.7	-7.3	-1.6	-25.7	-23.2	-1.5	5.0	2.7	7.6
CC(C)(C)NCC(O)Cn1cc(C=O)c2ccccc21 (stereo not given)	-2.6	-7.0	-0.4	-21.8	-2.0	-1.3	6.7	2.2	6.9
CC(C)c1cc(C(=O)Nc2cc(Cl)ccc2O)no1	13.5	-19.1	16.2	-27.4	5.8	-54.1	37.2*	-3.8	9.6
NCCCC[C@H]1CNC(=O)C(=O)N1CCc1cccc(F)c1	15.1	nt	nt	-15.4	-9.4	4.8	nt	nt	18.1
O=C(C(Cl)Cl)N1CCN(Cc2ccccc2)CC1	10.5	5.5	1.4	-1.3	2.2	-9.1	8.6	-0.7	9.9
Cn1c2ccc(F)cc2c2ncn(CCCN(CCO)CCO)c(=O)c21	15.9	-12.9	-2.0	-30.1[20 µM]	-6.9	3.6	3.1	3.5	8.4
CCOC(=O)c1[nH]c2c(c1C)C(=O)CC(c1ccc(OCC)c(OC)c1)C2 (stereo not given)	-11.3	7.6	-2.0	-19.7[20 µM]	-10.0	-5.0	6.2	-6.6	13.0
CCn1c(=O)cc(OCC(=O)NCc2cccnc2)c2ccccc21	9.1	-5.5	0.9	-20.9	-14.3	-23.6	2.4	1.7	6.3
CC(C)(C)c1ccccc1OCC(=O)Nc1ncn[nH]1	10.2	-15.2	7.7	-7.5	10.1	-5.7	10.6	1.4	6.4
CS(=O)(=O)N1CC(C(=O)NC2CC2)Oc2ccc(Cl)cc21 (stereo not given)	-12.0	3.5	-2.0	-17.4[20 µM]	-0.1	-10.0	2.5	4.4	11.7
Cn1c(=O)n(CCCOc2ccc(Br)cc2)c2ccccc21	16.9	-2.1	-4.7	-4.5[20 µM]	2.6	-6.6	3.3	-2.2	13.5
Cc1nc(NS(=O)(=O)c2ccccc2)sc1NC(=O)OCCN(C)C	15.1	-9.7	0.2	-4.4[20 µM]	-1.2	-3.9	2.6	-2.5	14.2
CCN1CCN(S(=O)(=O)c2cc(OCC(=O)NC3CCCCC3)c(C)cc2Cl)CC1	2.9	-6.8	5.0	-16.6[20 µM]	2.0	-5.6	6.1	-3.7	11.7
COc1ccc2cc(C(c3nnnn3C(C)(C)C)N3CCSCC3)c(=O)[nH]c2c1 (stereo not given)	9.5	-7.7	1.9	-0.4	-3.9	-35.5	5.2	2.4	8.8
Cc1c(-c2ccc(F)cc2)nc(N)c(C#N)c1-c1cccs1	10.9	-2.9	3.5	-8.1[20 µM]	-2.8	7.5	10.5	-5.5	7.9

Assay outcomes from PubChem BioAssay.
